Screening data from PubChem BioAssay.
Nrf2 activator: activators of Nrf2 (ARE) signaling; AREc32 ARE-luciferase reporter (MCF7-derived line), luminescence, 24 h; Potency, µM (series often up to 46.1 µM), without a hit: at the top dose activation, usual class: activators; 410,000 compounds, 0.31% hits; also: potency is read from the fitted curve at half-maximal effect; % of control where 0% means no effect; nearly all actives have a fitted effect of over 65% in size
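Cells of the AREc32 ARE-luciferase line are plated in OPTI-MEM containing 5% FBS and left overnight at 37 deg C. Compounds are pinned in, incubation continues 24 hr, and firefly luciferase signal is then measured.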
ATXN viability: reduces viability in counter-screen for ATXN expression inhibitors; S2 cells (HEK-293 line with an ATXN2-luciferase reporter) viability, CellTiter-Fluor protease fluorescence, 24 h; 400,000 compounds, 0.49% hits; Potency, µM (titrated, usually from 56.7 µM), most hits filed as cytotoxic; also: potency is read from the fitted curve at half-maximal effect; nearly all actives have a fitted effect of over 40% in size
Nrf2 inh: blocks Nrf2 signaling. A549 ARE-Fluc reporter, luciferase luminescence, 18-24 h. Potency, µM (doses to about 46 µM), without a hit: at the highest dose activity change, negative = inhibition, usual class: inhibitors. 360,000 compounds, 2.1% hits; also: potency is read from the fitted curve at half-maximal effect; % is scaled to controls: 0 for no effect and ±100 for the full control effect; nearly all actives have a fitted effect of over 60% in size
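Quantitative HTS in A549 cells stably bearing an antioxidant response element-firefly luciferase construct. Inhibition of Nrf2-driven transcription was scored by luminescence after 18-24 h of compound exposure at 37 °C.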
ATXN2 expr inh: inhibitors of ATXN2 expression. Potency, µM (series often up to 57 µM), without a hit: top-dose activity change, negative = inhibition, usual class: inhibitors. HEK-293 ATXN2-luciferase reporter, luminescence, 24 h. 360,000 compounds, 0.72% hits; also: potency is read from the fitted curve at half-maximal effect; % is scaled to controls: 0 for no effect and ±100 for the full control effect; nearly all actives have a fitted effect of over 55% in size
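qHTS (up to 57 uM final) was run with 24 h compound exposure of reporter cells at 37 °C. Each well was multiplexed: SteadyGlo luminescence measured ATXN2-luciferase expression after a fluorogenic Gly-Phe-AFC viability readout (25 uM final).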
TGFb SMAD3 inh: blocks TGF-b signaling. HepG2 CAGA-GFP TGF-b/SMAD3 reporter, GFP fluorescence, 18 h; TGF-beta stimulated, 500 pg/mL final. 410,000 compounds, 1.2% hits. AID 588855. Potency, µM (doses to about 46.1 µM), for inactives: at the highest dose activity, negative = inhibition, usual class: inhibitors; also: potency is read from the fitted curve at half-maximal effect; % is scaled to controls: 0 for no effect and ±100 for the full control effect; nearly all actives have a fitted effect of over 65% in size
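Using HEPG2 CAGA-GFP reporter cells at 1000 cells/well, we pinned test compounds, stimulated with recombinant TGF-beta (500 pg/mL final) and measured total well GFP after 18 h.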
A549 tox: kills or reduces viability of A549 cells in Nrf2 counter-screen; A549 ARE-Fluc cells, CellTiter-Fluor viability, 18-24 h; Potency, µM (titrated, usually from 46 µM), for the others: at the highest dose activity change, negative = cytotoxicity, usual class: inhibitors; 390,000 compounds, 0.16% hits; AID 504648; also: potency is read from the fitted curve at half-maximal effect; % is scaled to controls: 0 for no effect and ±100 for the full control effect
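Cytotoxicity counterscreen: CellTiter-Fluor fluorescence was measured in A549 ARE_Fluc cells after 18-24 h of compound exposure in a concentration series. The subsequent BugLite luminescent read reports ARE-luciferase activity.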
HepG2 viability: HepG2 cytotoxicity, counter-screen for TGF-b inhibitors | HepG2 CAGA-GFP viability, ATP luminescence, 18 h | Potency, µM (titrated, usually from 46.1 µM), for the others: top-dose activity change, negative = cytotoxicity, most hits filed as cytotoxic | 410,000 compounds, 0.76% hits | AID 588856; also: potency is read from the fitted curve at half-maximal effect; some results filed as inactive show a strong effect at the top dose
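CellTiter-Glo luminescence gave cytotoxicity after 18 hours at 37 degrees C. The cells were HepG2 CAGA-GFP in 1% FBS DMEM, stimulated with 500 pg/mL TGF-beta after compound addition. %Activity was normalised to no-cell wells (complete cell-killing) and DMSO (no toxicity), and curves were fitted and classified.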
MCF10A rereplic: induces DNA re-replication in MCF 10a normal breast cells. MCF 10A DNA re-replication, Hoechst nuclear intensity, 48 h. Potency, µM (doses to about 46.1 µM), without a hit: top-dose activity, positive = re-replication, usual class: activators. 350,000 compounds, 2.9% hits. AID 624296; also: potency is read from the fitted curve at half-maximal effect; % of control where 0% means no effect; nearly all actives have a fitted effect of over 50% in size
IL1B secr inh: inhibitors of inflammasome signaling (IL-1 beta secretion) | AID 743279 | 360,000 compounds, 4.7% hits | THP-1 LPS/ATP IL-1B secretion, AlphaLISA, 16 h; stronger effect = lower value | activity change, % at 57.5 µM; in the data active = activity change below about -50%; inconclusive = mostly about -30% to -49%; also: % is scaled to controls: 0 for no effect and ±100 for the full control effect
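THP-1 cells pretreated 1 hr with compounds (up to 57.5 uM final), then stimulated with LPS (250 ng/mL final) plus ATP (1.25 mM final); secreted IL-1B measured by AlphaLISA after 16 hr, decreased signal indicating inhibition.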
Numbers without * were called inactive; i = inactive; ? = inconclusive; . = not tested or not shown; [ ] = dose if it differs, or a comment. Unless noted, calls follow the shape of the dose curve; as a rule, active = well fitted curve in the direction sought with a large enough effect; inconclusive = small, poorly fitted or top-dose-only effect, or another doubt; inactive = no such curve, though single readings can be large; an effect the other way counts as inactive or inconclusive.

Compound | Nrf2 activator | ATXN viability | Nrf2 inh | ATXN2 expr inh | TGFb SMAD3 inh | A549 tox | HepG2 viability | MCF10A rereplic | IL1B secr inh
O=C(c1ccc2c(c1)OCCO2)C1CCN(C(=O)c2ccc(F)cc2)CC1 | -0.4% | i | . | -22.4% | 11.3% | -1.9% | -24.0% | -0.9% | 0.0
COc1ccccc1-n1nnnc1SCc1ccccc1 | -0.3% | i | . | -1.5% | -12.7% | -5.9% | -26.1% | -0.4% | -10.1
Oc1ccc(-c2n[nH]c(=S)n2-c2ccc3c(c2)OCCO3)cc1 | 2.8% | i | -34.9% | -8.1% | -1.4% | 3.6% | -11.6% | ? | 26.8
Cc1ccc(N2Cc3ccccc3OC(C)C2=O)cc1 (stereo not given) | 0.8% | i | 2.8% | -6.1% | -11.6% | -1.0% | 0.7% | 10.5% | 8.6
Cc1cc(NC(=O)Nc2ccc(F)c(Cl)c2)no1 | 0.6% | i | ? | 11.1% | 1.9% | 2.6% | 9.6% | 11.5% | -23.7
C(=N\Nc1ncnc2sc3c(c12)CCC3)/c1ccncc1 | 0.3% | i | ? | -15.9% | ? | -1.8% | -25.8% | 22.4% | -0.1
Cc1c(NS(=O)(=O)c2cc(NC(=O)CCN3CCCC(C)C3)ccc2Cl)c(=O)n(-c2ccccc2)n1C (stereo not given) | -0.4% | i | 2.4% | 10.4% | -2.8% | -3.1% | -1.0% | -1.5% | 1.6
O=C(Nc1nc(-c2ccccn2)cs1)c1ccccc1-n1cnnn1 | -0.6% | ? | 5.8µM* | 10µM* | ? | -18.7% | -10.3% | ? | 185.0
COc1ccc(-c2onc(C)c2C)cc1S(=O)(=O)NCCc1ccccc1 | -1.1% | . | -23.2% | . | 0.0% | -1.1% | -6.2% | . | .
CNC(=O)c1ccc(-c2nc(-c3ccccc3)cs2)cc1 | 2.7% | i | ? | 33.3%[activator] | -0.4% | -0.8% | -9.9% | ? | -16.5
COCCn1c(C)cc(/C=C2\NC(=S)N(C)C2=O)c1C | 7.3% | ? | ? | . | -17.5% | -14.2% | -22.3% | -0.2% | -9.9
CCOC(=O)N1CCN(S(=O)(=O)c2ccc(C(=O)NNc3nc4ccc(Cl)cc4s3)cc2)CC1 | 0.1% | i | 5.8µM* | ? | ? | ? | -21.8% | ? | 110.4
Cc1ccc(-c2noc(CN3CCN(c4ccccc4F)CC3)n2)cc1 | -0.3% | i | ? | 4.9% | -19.1% | -3.8% | -12.8% | 2.1% | 7.7
CC(=O)NC1CCN(CC(=O)Nc2cccc([N+](=O)[O-])c2)CC1 | 12.6% | i | 0.2% | -13.4% | 3.6% | 2.5% | -5.3% | -6.5% | -1.0
CCCCNC(=S)N(C)/N=C/c1c(C)[nH]c2ccccc12 | 2.9% | i | ? | -6.7% | ? | -4.4% | -33.2% | ? | 32.1
Cc1ccc(CN(C(=O)c2ccccc2[N+](=O)[O-])c2ccccn2)cc1 | 0.4% | i | 0.4% | 1.4% | -11.2% | 2.3% | -16.6% | . | .
Cc1cccc(NC(=O)c2ccccc2[N+](=O)[O-])n1 | 0.3% | ? | 1.5% | 1.6% | -18.1% | 4.9% | -4.3% | -0.7% | -1.2
COc1cc2c(cc1NC(=O)COC(=O)CNS(=O)(=O)c1ccc(C)cc1)oc1ccccc12 | 9.0% | i | 14.2% | 25.3% | 17.3% | 7.0% | 2.2% | -0.1% | -26.1
CC1(C(=O)NS(=O)(=O)C2CC2)CCCN(C(=O)COc2ccc(Cl)cc2Cl)C1 (stereo not given) | -0.1%[9.22 µM] | i | . | 0.5% | 27.3% | . | -2.6% | . | -7.8
O=C(NCc1ccccc1)N1CCC(c2nc3ccccc3[nH]2)CC1 | -0.6% | i | . | 1.8% | -22.3% | 8.7% | -5.1% | -5.5% | -4.3
CC(CN1CCN(c2ccccc2)CC1)c1ccccc1 (stereo not given) | -0.5% | i | -10.0% | -5.1% | -18.0% | 9.4% | -4.8% | 4.4% | 5.1
Cc1ccc(-c2ccc(OCC(=O)N3CCOCC3)cc2)cc1 | -0.7% | i | 7.2% | 9.5% | -1.7% | 4.7% | -1.7% | ? | 0.0
COC(c1ccccc1)(c1ccccc1)C(Oc1nccc(C)n1)C(=O)O (stereo not given) | 0.2% | i | 2.7% | 4.3% | 1.7% | 0.6% | 2.7% | 7.8% | 17.8
CCNC(=O)N1C[C@H]2CON(C)[C@H]2C[C@H]1c1ccccc1Br | 0.0% | i | . | 9.1% | 21.9% | . | 12.9% | . | -2.4
CCN(C(=O)c1cc2cc3ccc(OC)cc3nc2o1)c1cccc(C)c1 | 0.6% | ? | ? | ? | -1.9% | -3.8% | -22.9% | . | .
Cc1ccc(C(=O)OCC(=O)c2ccc(Cl)s2)s1 | 6.1% | i | ? | 5.5% | 0.0% | -6.6% | 4.1% | -1.7% | -3.4
CNC(=O)c1ccc(Nc2nnc(-c3ccc(C)c(S(=O)(=O)N(C)C)c3)c3ccccc23)cc1 | 0.2% | ? | -23.0% | -4.1% | ? | -0.9% | -84.0% | . | .
COCCNC(=O)[C@H]1N2C(=O)c3ccccc3C2SC1(C)C (stereo not given in full) | 2.8% | i | -2.7% | 8.4% | 5.6% | 0.8% | 7.6% | -16.6% | 6.9
CN(CCN1CCOCC1)C(=O)CC1C(=O)NCCN1Cc1ccccc1F (stereo not given) | -0.4% | i | ? | -6.2% | 24.3% | 9.2% | 0.0% | 0.8% | i
NCCNC(=O)Cc1ccc(NC(=O)Cc2ccc(Nc3ncnc4c3ncn4[C@@H]3O[C@H](CO)[C@@H](O)[C@H]3O)cc2)cc1 | -1.3% | i | -15.9% | 3.1% | 12.7% | 1.5% | -34.2% | -13.0% | 7.9

Given with values under each structure: 7 of the compounds above
Second line of a record – Nrf2 activator	ATXN viability	Nrf2 inh	ATXN2 expr inh	TGFb SMAD3 inh	A549 tox	HepG2 viability	MCF10A rereplic	IL1B secr inh
> O=C(c1ccc2c(c1)OCCO2)C1CCN(C(=O)c2ccc(F)cc2)CC1
 : -0.4%	i	.	-22.4%	11.3%	-1.9%	-24.0%	-0.9%	0.0
> COc1ccccc1-n1nnnc1SCc1ccccc1
 : -0.3%	i	.	-1.5%	-12.7%	-5.9%	-26.1%	-0.4%	-10.1
> Oc1ccc(-c2n[nH]c(=S)n2-c2ccc3c(c2)OCCO3)cc1
 : 2.8%	i	-34.9%	-8.1%	-1.4%	3.6%	-11.6%	?	26.8
> Cc1ccc(N2Cc3ccccc3OC(C)C2=O)cc1 (stereo not given)
 : 0.8%	i	2.8%	-6.1%	-11.6%	-1.0%	0.7%	10.5%	8.6
> Cc1cc(NC(=O)Nc2ccc(F)c(Cl)c2)no1
 : 0.6%	i	?	11.1%	1.9%	2.6%	9.6%	11.5%	-23.7
> C(=N\Nc1ncnc2sc3c(c12)CCC3)/c1ccncc1
 : 0.3%	i	?	-15.9%	?	-1.8%	-25.8%	22.4%	-0.1
> Cc1c(NS(=O)(=O)c2cc(NC(=O)CCN3CCCC(C)C3)ccc2Cl)c(=O)n(-c2ccccc2)n1C (stereo not given)
 : -0.4%	i	2.4%	10.4%	-2.8%	-3.1%	-1.0%	-1.5%	1.6

The listing continues.
Compound | Nrf2 activator | ATXN viability | Nrf2 inh | ATXN2 expr inh | TGFb SMAD3 inh | A549 tox | HepG2 viability | MCF10A rereplic | IL1B secr inh
CN1CCN(S(=O)(=O)c2ccc(NC(=O)c3cccc(F)c3)cc2)CC1 | 3.4% | i | -0.7% | 3.0% | -6.5% | 5.6% | 6.7% | -0.3% | -4.2
Cc1c(NC(=S)Nc2ccccc2C(F)(F)F)cccc1[N+](=O)[O-] | -0.4% | i | -22.5% | -19.4% | 10.2% | 2.3% | 13.1% | -5.1% | -2.8
Cc1ccccc1C(=O)N1CCC(C(=O)N2CCCc3ccccc32)CC1 | 2.0% | i | 16.0% | 40.5%[activator] | -28.7% | 0.6% | -8.3% | 7.7% | 20.8
COc1ccc(/C=C2/SC(=S)NC2=O)cc1OCc1ccccc1 | 3.7% | ? | ? | -17.7% | -1.6% | -19.3% | -40.0% | ? | 13.9
COc1ccc(NC(=O)c2cccc(S(=O)(=O)N3CCOCC3)c2)cn1 | 2.2% | i | -4.7% | 6.6% | 8.4% | 1.8% | -53.0% | 1.5% | 3.6
O=C(/C=C/c1ccc(O)c(O)c1)c1ccccc1O | ? | ? | -5.0% | 85.4%[activator] | -26.0% | ? | -29.5% | ? | -93.2*
O=C(NCC1CCCO1)c1cnc(Cl)c(Cl)c1 (stereo not given) | -0.8% | i | -4.5% | -0.4% | 18.4% | -4.4% | -6.1% | 7.5% | -13.5
CC(NS(=O)(=O)c1ccc([N+](=O)[O-])cc1)C(c1cccs1)N1CCOCC1 (stereo not given) | -0.5% | i | -14.5% | 4.0% | -2.0% | 2.3% | 1.5% | -6.4% | 6.8
O=C(c1cc(=O)[nH]c2ccccc12)N1CCN(c2ccc([N+](=O)[O-])cc2)CC1 | 3.1% | ? | ? | -1.9% | 1.5% | -11.0% | -0.6% | -2.2% | -10.7
CCCCn1c(=NC(=O)c2c(-c3c(F)cccc3Cl)noc2C)c(C(=O)OCC)cc2c(=O)n3ccccc3nc21 | -0.2% | i | -3.9%[9.27 µM] | -1.3% | -26.8% | 0.5% | -10.8% | . | .
Cc1nn(CCO)c2c1C(=O)CCC2 | 0.4% | i | . | -7.4% | -25.9% | 2.6% | 8.4% | -4.4% | 0.0
CCn1c(=N)c(S(=O)(=O)c2ccccc2)cc2c(=O)n3ccccc3nc21 | -0.3% | . | -3.2% | -2.6% | 0.0% | -2.2% | 1.0% | 6.51µM* | -5.0
Clc1ccc2c(NCc3ccco3)ncnc2c1 | ? | i | ? | -11.3% | -29.8% | -14.2% | -3.4% | -1.1% | 19.1
CCC1(CC)Cc2ccccc2C(=C(C#N)C#N)N1 | -0.2% | i | 0.4% | 44.2%[activator] | 1.0% | -3.4% | -11.4% | -0.1% | -10.9
